Assay outcomes from PubChem.
FLuc modulator – qHTS profiling assay for firefly luciferase inhibitor/activator using purifed enzyme and Km concentrations of substrates (counterscreen for miR-21 project) | Luciferin 4-monooxygenase (Photinus pyralis), P08659 | purified FLuc, Km substrates, luminescence inhibition | Potency, µM (doses to about 57.5 µM), inactives show at the top dose activity change, negative = inhibition, actives largely listed as inhibitors | hit rate 6.9% among 360,000; active means well fitted inhibition curve with a large enough effect; inconclusive means small, poorly fitted or top-dose-only effect;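 further: plate controls were vehicle for no effect and reference inhibitor for full effect; nearly all actives have a fitted effect of over 55% in size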
Target sequence (P08659 whole entry, looked up): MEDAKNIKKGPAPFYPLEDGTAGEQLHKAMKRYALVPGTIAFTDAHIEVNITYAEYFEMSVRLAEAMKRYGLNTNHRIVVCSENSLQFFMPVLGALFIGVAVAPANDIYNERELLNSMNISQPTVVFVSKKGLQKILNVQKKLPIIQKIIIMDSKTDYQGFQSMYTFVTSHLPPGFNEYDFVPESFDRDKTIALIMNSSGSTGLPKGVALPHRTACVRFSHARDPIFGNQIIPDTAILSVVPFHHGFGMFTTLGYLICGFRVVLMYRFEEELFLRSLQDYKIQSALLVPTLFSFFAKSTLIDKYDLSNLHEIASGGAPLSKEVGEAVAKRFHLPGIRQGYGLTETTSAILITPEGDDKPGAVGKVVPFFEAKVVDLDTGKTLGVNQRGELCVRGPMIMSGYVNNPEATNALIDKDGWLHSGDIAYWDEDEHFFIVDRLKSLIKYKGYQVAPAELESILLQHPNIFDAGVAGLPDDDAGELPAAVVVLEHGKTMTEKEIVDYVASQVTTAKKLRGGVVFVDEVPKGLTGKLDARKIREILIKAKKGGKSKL
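Purified P. pyralis luciferase, 10 nM final, with Km-level 10 uM D-luciferin and 10 uM ATP in 50 mM Tris acetate pH 7.5, 10 mM Mg acetate, 0.01% Tween-20, 0.05% BSA; 6-point qHTS titration about 60 µM downward; luminescence read.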
Starred values were filed as active, the others as inactive; ? = inconclusive. Potency means the concentration at half of the fitted maximal effect. This is a subset; the hit share may differ from the screen's.

SMILES | FLuc modulator
CCn1c(CNC(=O)C23CC4CC(CC(C4)C2)C3)nnc1SCC(=O)Nc1ccccc1 | -1%
Cc1nn(CCCC(=O)NCc2ccc(OC(C)C)cc2)c(=O)c2c1sc1ccccc12 | -10%
Cc1coc2cc3oc(=O)c(CC(=O)N4CCCCC4)c(C)c3cc12 | -1%
CCOCCCn1c(=N)c(C(=O)NCc2cccnc2)cc2c(=O)n3cc(C)ccc3nc21 | -2%
Cn1nc(-c2ccccc2F)c2cc(C(=O)NCCc3ccc(Cl)cc3)sc21 | -1%
O=C(CSc1nc2c([nH]c3ccccc32)c(=O)n1-c1ccc(F)cc1)NCC1CCCO1 (configuration not stated) | 1%
Cc1ccc(-c2cc(C(=O)NCc3cnn(C)c3C)c3ccccc3n2)cc1C | 2.1µM*
COc1ccc(Br)c(C(=O)Nc2cc3c(cc2N2CCCCC2)n(C)c(=O)c(=O)n3C)c1 | 0%
O=C(CN1C(=O)CCc2cc(S(=O)(=O)N3CCCCC3)ccc21)NCc1ccc(Cl)cc1 | -7%
CCSc1nnc2c(n1)OC(c1ccc(OCC(=O)O)cc1)Nc1ccccc1-2 (configuration not stated) | -13%
CCc1nn(CC(=O)NCC(C)c2ccccc2)c(=O)c2cc3occc3n12 (configuration not stated) | -4%
CCN(CCCNC(=O)c1cc2cc3cc(OC)ccc3nc2s1)c1ccccc1 | -6%
COc1cc(NC(=O)c2cc(-c3cccc(OC)c3)n[nH]2)cc(OC)c1 | 12µM*
COc1ccc(Cl)cc1NC(=O)c1ncn(-c2ccccc2)n1 | -2%
Fc1ccc(Cc2cn3cc(-c4ccc(Cl)cc4)nc3s2)cc1 | 0.6µM*
Cc1nc2ccccc2c(=O)n1-c1ccc(NC(=O)c2ccccc2[N+](=O)[O-])cc1 | -1%
CCOc1ccc(NC(=O)CSc2ccc(-c3sc(-c4ccccc4)nc3C)nn2)cc1 | -17%
Cc1cccc(C(C)C)c1NC(=O)C1CCCN1S(=O)(=O)c1cccc2nsnc12 (configuration not stated) | -4%
Cc1cccc(Cn2c(CN3CCC(C(=O)NCc4cccnc4)CC3)cc3ccccc32)c1 | 3%
COc1ccccc1NC(=O)c1ccc2oc(=O)c(S(=O)(=O)c3ccccc3)cc2c1 | 6%
Cc1ccc(C(=O)c2cn(Cc3cc(C)ccc3C)c3nc(C)ccc3c2=O)cc1 | -2%
Cc1c(CNC2CCCCC2)c(C(=O)O)c(C)n1Cc1ccccc1F | -4%
Cc1ccc(-n2nc(CO)c(C(=O)NC(C)c3ccccc3)n2)cc1C (configuration not stated) | -10%
CCOc1ccccc1N(CC)C(=O)c1noc2c1COc1ccc(C)cc1-2 | 0%
CCCN(CCC)CCCNC(=O)c1nn(C)c2c1CS(=O)(=O)c1ccccc1-2 | -17%

(more compounds)
SMILES | FLuc modulator
COc1ccc(Nc2cc(C)c3cc(NC(=O)Cc4ccc(Cl)cc4)ccc3n2)cc1 | -1%
Cc1ccc(C)c(Cn2c(SCC(=O)N(C)Cc3ccccc3)nc3ccccc32)c1 | 5%
CCN(CCCNC(=O)c1ccc(Sc2ccc(Cl)cc2)c(NC(C)=O)c1)c1ccccc1 | -19%
O=C(CCn1c(=O)c2ccccc2n(CC(=O)Nc2ccc(F)cc2)c1=O)NCCc1ccccc1 | -1%
COc1ccc(CNC(=O)C2CCN(S(=O)(=O)c3ccc4c(ccn4C)c3)CC2)cc1 | -3%
COCCCNC(=O)c1ccc(NC(=O)N2CCCCc3ccccc32)cc1 | -2%
CC(C)OCCCn1c(SCc2ccccc2Cl)nc2c(sc3ccccc32)c1=O | -1%
CCN(CC)CCCNC(=O)CCCn1ncn2c(cc3occc32)c1=O | -2%
CN(CC(=O)Nc1cccc(C#N)c1)S(=O)(=O)c1cc2c(cc1Cl)NC(=O)CO2 | -8%
CSc1ccc(CCNC(=O)CN2C(=O)COc3ccc(S(=O)(=O)N4CCCC4)cc32)cc1 | -10%
O=C1COc2cc(S(=O)(=O)CCC(=O)NC3CCCCC3)c(Cl)cc2N1 | -14%
CCN1CCN(c2ncc3c(n2)CCN(Cc2ccc(Br)s2)C3)CC1 | 4%
Cn1ncc2c(NCc3cccc(Cl)c3)ncnc21 | -4%
CCOCCCn1c(SCC(=O)Nc2ccc(OC)cc2OC)nc2ccccc2c1=O | -6%
Cc1ccc(NC(=O)Nc2nnc(N(C)Cc3ccccc3)s2)cc1 | -9%
Cc1cc(C)c(S(=O)(=O)NCCc2sc3nc(-c4ccc(F)cc4)nn3c2C)c(C)c1 | 0%
CN(C)c1ccc(-c2noc(C3CC(=O)N(c4ccc5c(c4)OCCO5)C3)n2)cc1 (configuration not stated) | -16%
Cc1cn(C)c(CC(=O)NCc2ccc(F)cc2)c1C(=O)O | -3%
Cc1nn(C(=O)c2cccc(F)c2)c(C)c1S(=O)(=O)N1CCCCCC1 | ?
CCOc1ccc(NC(=O)CC2C(=O)N(c3ccc(C)cc3)C(=O)N2Cc2ccc(OC)cc2)cc1 (configuration not stated) | -12%
CCCOc1ccc(CNC(=O)c2oc3ccc4c(c3c2C)C(=O)CC(C)(CC)O4)cc1 (configuration not stated) | ?
CCC(Cc1ccccc1)NC(=O)c1ccc2nc(N3CCC(C)CC3)sc2c1 (configuration not stated) | 12µM*
COC(=O)c1sccc1S(=O)(=O)N1CCN(c2cc(Cl)ccc2C)CC1 | 2%
COCCn1c(SCC(=O)c2c(C)[nH]c3ccccc23)nc2cc(C(=O)NC(C)C)ccc2c1=O | -5%
Cc1cccc(NC(=O)CN2C(=O)CSc3ccc(S(=O)(=O)N4CCCC4)cc32)c1C | 6%

The list continues.
SMILES | FLuc modulator
COc1ccc(-c2nc(C)c(CCNC(=O)c3cccc(C)c3)s2)cc1OC | 24µM*
CCCCOc1ccc(CNC(=O)c2cc3n(n2)CCCN(Cc2ccc(C)cc2)C3=O)cc1 | -19%
CCN(CC)C(=O)Cn1c(=O)n(-c2ccc(Cl)cc2)c(=O)c2c3c(sc21)CCCCC3 | -12%
Cc1ccc(C)c(CN2C(=O)c3ccccc3Sc3ccc(C(=O)NCc4ccco4)cc32)c1 | -3%
CCCCN(CC)C(=O)CSc1c2c(nc3ccc(Cl)cc13)CCCC2 | 3%
Cc1ccc(C(=O)CSc2nnc(-c3ccccc3)n2-c2ccccc2)cc1 | 1%
COC(=O)c1ccc(Cn2nnc3sc4c(c3c2=O)CCC(C)C4)cc1 (configuration not stated) | 5%
COc1cccc(NC(=O)c2oc3ccccc3c2NC(=O)c2ccccc2C)c1 | -9%
CCOc1ccc(NC(=O)C(C)n2c(=O)cc(-c3ccccc3)c3c(C)nn(C)c32)cc1 (configuration not stated) | -3%
COCCNC(=O)C(=O)NCC(c1ccc2c(c1)OCO2)N1CCOCC1 (configuration not stated) | -4%
COc1ccc(NCc2cc3cc4c(cc3n(CC(=O)Nc3ccc(C)cc3C)c2=O)OCO4)cc1 | 4%
Cc1cc(SCC(=O)NCc2ccc(F)cc2)nc(=O)[nH]1 | -3%
COc1ccc(NC(=O)C(NC(=O)C2CCC(C)CC2)C(C)C)cc1 (configuration not stated) | -1%
CC1CCN(S(=O)(=O)c2ccc3c(c2)oc(=O)n3CC(=O)NCc2ccc(F)cc2)CC1 | ?
COc1cccc(C2C(=O)N(C3CCCCC3)CC(=O)N2Cc2ccc(Cl)cc2)c1 (configuration not stated) | 6%
COc1ccc(-n2ccn(Cc3ccc(C)cc3)c(=O)c2=O)cc1OC | -6%
COc1ccc(CCC(=O)NC2CC(=O)N(c3cccc(F)c3)C2)cc1 (configuration not stated) | -3%
Cc1cc(C)cc(-n2c(SCC(N)=O)nc3c([nH]c4ccccc43)c2=O)c1 | 0%
COc1ccc(CCC(=O)NCCc2csc(-c3ccc(Cl)cc3)n2)cc1 | -11%
Cc1ccc2cccc(NC(=O)C(C)Oc3ccc(C)c(C)c3)c2n1 (configuration not stated) | -7%
CCCN(CCC)CCNC(=O)c1sc2nc3n(c(=O)c2c1C)CCCCC3 | -2%
CCOC(=O)CNC(=O)c1ccc(-c2nn(C)c(=O)c3ccccc23)cc1 | 3%
COC(=O)c1cc2occc2n1CC(=O)Nc1ccc(C(C)C)cc1 | -5%
CC(=O)c1ccc(N2C(=O)Nc3ccccc3S2(=O)=O)cc1 | -8%
Cc1ccc2onc(CNC(=O)N3CCN(c4cccc(C)c4C)CC3)c2c1 | -11%

(cont.)
SMILES | FLuc modulator
CCOc1ccc(-c2cnc(NCc3cccc(Cl)c3)n2C)cc1 | -2%
CCOC(=O)c1c(C)oc2ncnc(Nc3ccc(OC)cc3OC)c12 | 0%
COc1ccc(C)cc1NS(=O)(=O)c1ccc2c3c(cccc13)C(=O)N2 | -7%
Cc1ccc(C(c2sc3nc(-c4ccco4)nn3c2O)N2CCOCC2)cc1 (configuration not stated) | 0%
COc1cccc(C2CC(=O)Nc3c2c(=O)nc2c(C)cccn32)c1 (configuration not stated) | 2%
CNC(=O)c1c(NC(=O)c2cc(=O)c3ccccc3o2)sc2c1CCC2 | 1%
CCc1ccc(-n2c(=O)c3c(C)c(C(=O)N(C)C)sc3n(Cc3ccccc3C#N)c2=O)cc1 | -1%
CCOc1cccc(CC(=O)N2CCc3c([nH]c4ccccc34)C2c2ccc(F)cc2)c1OCC (configuration not stated) | 1%
CCN1C(=O)C(Cc2nc3ccccc3c(=O)n2-c2cccc(C)c2)c2ccccc21 (configuration not stated) | -7%
Cn1c(=O)c2sccc2n2c(CCCC(=O)Nc3ccc(Cl)cc3)nnc12 | -2%
CC(C)c1ccc(NC(=O)c2cc(S(=O)(=O)N3CCCCC3)cn2C)cc1 | -1%
CCOc1ccc(-c2cccc(NS(=O)(=O)c3ccc(C)s3)c2)nn1 | ?
CCOc1ccc(-c2cc3c(=O)n(CC(=O)NCc4ccccc4)ccn3n2)cc1 | ?
COc1cccc(CNC(=O)c2cc3n(n2)CCCN(Cc2ccc(C)cc2)C3=O)c1OC | -8%
COc1ccc(CC(=O)NCCc2csc(-c3ccc(C(F)(F)F)cc3)n2)cc1 | 2%
CCc1ccc(NC(=O)c2sc(-n3nc(C)c(Cc4ccc(OC)cc4)c3C)nc2C)cc1 | -11%
CCOC(=O)c1c(S(=O)(=O)N2CCCC(C(=O)Nc3cccc(CC)c3)C2)c(C)n(CC)c1C (configuration not stated) | -13%
O=C(Nc1cccc(C(=O)OCc2cc(=O)n3ccsc3n2)c1)c1ccc(F)cc1 | -1%
O=C(CN(c1cc(C(F)(F)F)ccc1Cl)S(=O)(=O)c1ccccc1)NCCc1ccccc1 | 0%
COc1cccc(CNC(=O)c2cccc(N3CCCS3(=O)=O)c2)c1 | -4%
CC(C)(C)C(=O)Nc1cc(-c2cccc(Br)c2)nn1-c1ccccc1 | ?
CCOC(=O)c1c(NC(=O)Cc2coc3cc(C)cc(C)c23)sc2c1CCC2 | -10%
CC(=O)c1ccc(NC(=O)c2cc(C)nc3c2c(C)nn3-c2ccc(C)cc2)cc1 | 0%
COc1ccc(NC(=O)Cn2nc3c(cc2=O)CCCC3)cc1Cl | -5%
COc1ccc(CCNC(=O)c2ccc(Cn3c(=O)c4cccn4c4cccnc43)cc2)cc1OC | -7%

Sorted by molar mass (rising): some entries from above.
SMILES | FLuc modulator
COc1cccc(C2CC(=O)Nc3c2c(=O)nc2c(C)cccn32)c1 (configuration not stated) | 2%
CCOC(=O)c1c(C)oc2ncnc(Nc3ccc(OC)cc3OC)c12 | 0%
COc1ccc(C)cc1NS(=O)(=O)c1ccc2c3c(cccc13)C(=O)N2 | -7%
CC(=O)c1ccc(NC(=O)c2cc(C)nc3c2c(C)nn3-c2ccc(C)cc2)cc1 | 0%
CCOc1ccc(-c2cc3c(=O)n(CC(=O)NCc4ccccc4)ccn3n2)cc1 | ?
O=C(Nc1cccc(C(=O)OCc2cc(=O)n3ccsc3n2)c1)c1ccc(F)cc1 | -1%
CCOC(=O)c1c(S(=O)(=O)N2CCCC(C(=O)Nc3cccc(CC)c3)C2)c(C)n(CC)c1C (configuration not stated) | -13%

The main list resumes; the 6 compounds before the break are reprinted first.
SMILES | FLuc modulator
COc1cccc(CNC(=O)c2cccc(N3CCCS3(=O)=O)c2)c1 | -4%
CC(C)(C)C(=O)Nc1cc(-c2cccc(Br)c2)nn1-c1ccccc1 | ?
CCOC(=O)c1c(NC(=O)Cc2coc3cc(C)cc(C)c23)sc2c1CCC2 | -10%
CC(=O)c1ccc(NC(=O)c2cc(C)nc3c2c(C)nn3-c2ccc(C)cc2)cc1 | 0%
COc1ccc(NC(=O)Cn2nc3c(cc2=O)CCCC3)cc1Cl | -5%
COc1ccc(CCNC(=O)c2ccc(Cn3c(=O)c4cccn4c4cccnc43)cc2)cc1OC | -7%
O=S(=O)(c1ccc(F)cc1)N(Cc1nc(-c2ccc(Cl)cc2)no1)C1CCCCC1 | -2%
Cc1ccc(NS(=O)(=O)c2ccc(-c3cc(C)no3)cc2)c(C)c1 | -20%
Cc1ccc(Cl)cc1N1CCN(C(=O)c2cnn(C)c2C2CCN(C(=O)OC(C)(C)C)CC2)CC1 | 4%
CCc1nnc2c(Nc3cccc(F)c3)nc3ccc(C(=O)c4ccccc4)cc3n12 | -2%
CCOc1ccc(CCNC(=O)CCCc2nnc3n(CC)c(=O)c4sccc4n23)cc1 | -4%
CCOc1ccc(NC(=O)N(C(C)C)C2CCN(C(C)=O)CC2)cc1 | -1%
CCCCOC(=O)c1ccc(Nc2nc3ccccc3c3nnc(C)n23)cc1 | ?
COCc1cc(C)nc2sc(C(=O)Nc3ccccc3O)c(N)c12 | -1%
CC(C)COc1ccc(C(=O)Nc2nnc(S(=O)(=O)N(C)Cc3ccco3)s2)cc1 | ?
Cc1ccc(NC(=O)CCCn2nc(C)c3c(C)n(-c4ccccc4)nc3c2=O)cc1Cl | 0%
Cc1ccc(Cn2c(SCc3ccc(C(=O)NC4CCCCC4)cc3)nc3ccncc32)cc1 | ?
